FEN1 inhibitor: inhibitors of human flap endonuclease 1; Recombinant FEN1 flap cleavage, fluorescence, 15 min; Potency, µM (highest dose often 114 µM), for inactives: top-dose activity change, negative = inhibition, usual class: inhibitors; actives 0.35% (n = 390,000); also: nearly all actives have a fitted effect of over 65% in size
Target sequence (P39748 whole entry, looked up): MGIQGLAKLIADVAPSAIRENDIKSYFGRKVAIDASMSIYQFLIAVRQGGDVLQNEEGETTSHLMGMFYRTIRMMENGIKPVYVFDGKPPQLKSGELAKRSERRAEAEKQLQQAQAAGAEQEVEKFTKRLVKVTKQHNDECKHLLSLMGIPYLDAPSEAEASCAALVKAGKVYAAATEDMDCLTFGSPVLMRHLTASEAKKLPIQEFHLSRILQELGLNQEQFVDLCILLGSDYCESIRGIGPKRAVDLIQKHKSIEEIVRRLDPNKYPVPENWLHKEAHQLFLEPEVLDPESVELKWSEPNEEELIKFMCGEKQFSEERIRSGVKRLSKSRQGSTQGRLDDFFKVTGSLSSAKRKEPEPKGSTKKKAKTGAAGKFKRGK
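Nuclease activity of 10 nM FEN1 was measured after 15 min of room-temperature exposure to titrated compounds, by adding 50 nM flap substrate and reading plates at 0 and 15 min.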
N370S GC: N370S glucocerebrosidase modulation, Gaucher chaperone candidate | P04062 | N370S GC spleen homogenate, 4MU-glucoside fluorescence | Potency, µM (series often up to 59.4 µM), for inactives: at the top dose activity change, negative = inhibition, hits mostly inhibitors | actives 0.092% (n = 330,000) | AID 2101;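 also: 0% = full enzyme activity and -100% = no enzyme basal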
KAT2A inh: inhibitors of human GCN5L2 histone acetyltransferase; AID 504327; Potency, µM (highest dose often 58.9 µM), inactives show top-dose activity change, negative = inhibition, usual class: inhibitors; GCN5L2 HAT assay, ThioGlo1 CoA-SH fluorescence; actives 0.21% (n = 390,000)
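Enzyme at 20nM final was mixed with library compounds for 15 min at room temperature. Peptide H3(1-25) at 75uM, acetyl-CoA at 70uM and ThioGlo1 at 50uM were then added. Plates were read immediately and after 20 min (Ex340nm/Em540nm).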
An asterisk follows results filed as active; ? = inconclusive; . = not tested or not shown; [ ] = dose if it differs, or a comment. Calls follow the shape of the dose curve; as a rule, active = well fitted curve in the direction sought with a large enough effect; inconclusive = small, poorly fitted or top-dose-only effect, or another doubt; inactive = no such curve, though single readings can be large; an effect the other way counts as inactive or inconclusive. Unless noted, % is scaled to controls: 0 for no effect and ±100 for the full control effect; potency is read from the fitted curve at half-maximal effect.

SMILES | FEN1 inhibitor | N370S GC | KAT2A inh
C=C(C)CSc1nnc2n(Cc3ccccc3)c(=O)c3c4c(sc3n12)CCC4 | -2% | 6% | 0%
COc1ccc(N2C(=S)NC3c4cc(Cl)ccc4OC2(C)C3C(=O)N(C)C)cc1 (stereo not drawn) | -11% | 5% | -2%
COc1ccc(OC)c(NC2=NC3(CCCC3)N=C(N)N2)c1 | -6% | -9% | 0%
CC1(C)N=C(SCC(=O)Nc2ccc(Cl)cc2)C(c2ccccc2)=N1 | -8% | 10% | -2%
CN(C)C(=O)c1cc(C(=O)c2ccc(F)cc2F)c[nH]1 | 5% | -2% | 2%
CCC1CCCCN1C(=O)c1cc(COc2ccc3ncccc3c2)on1 (stereo not drawn) | 5% | -13% | -4%
CCOc1ccccc1C(=O)Nc1nc2c(s1)CC(C)CC2 (stereo not drawn) | -3% | . | -11%
C#Cc1ccc(CN2CCN(CCCc3ccccc3)C(CCO)C2)cc1 (stereo not drawn) | -13% | 3% | -11%
Nc1[nH]n2c(=O)cc(-c3ccccc3)nc2c1N=Nc1ccccc1 | 7% | ? | -9%
C=CCn1c(SCC(=O)NCc2ccco2)nc2sc3c(c2c1=O)CCCC3 | -3% | 8% | -1%
CCN(CC)S(=O)(=O)c1ccc(N/N=C/c2ccc(OC)c(OC)c2OC)nc1 | -4% | 9% | -11%
COc1cccc(CNC(=O)C(=O)NCCC2CCCCN2S(=O)(=O)c2cccs2)c1 (stereo not drawn) | -4% | -5% | 0%
CCSc1nnc2c(n1)OC(c1ccc(C)s1)Nc1ccccc1-2 (stereo not drawn) | -4% | . | 4%
CC(=O)N1CCN(S(=O)(=O)c2cccc(C(=O)Nc3ccc4c(c3)OCO4)c2)CC1 | -3% | -3% | -9%
CN(c1ccc(C(=O)NCCSCc2c(F)cccc2Cl)cc1)S(C)(=O)=O | -6% | 8% | -15%
CC(C)CC(=O)c1c[nH]c(C(=O)NCc2cccnc2)c1 | 7% | -5% | -4%
O=C(Nc1cccc(Br)c1)c1cc2ccccc2o1 | -22% | 6% | -1%
COC(=O)[C@H](C)NC(=O)NCc1ccco1 | 0% | 6% | -1%
CCCS(=O)(=O)N1CCCC(C(=O)NCCN(C)Cc2ccccc2)C1 (stereo not drawn) | -2% | 10% | 5%
O=C(/C=C/c1ccc(OCCCF)cc1)NCc1ccc(Cl)c(Cl)c1 | -6% | 2% | -10%
CCN(CC)CCNC(=O)CCc1c(C)nc2c(c(C)nn2-c2ccc(C)c(C)c2)c1C | 10% | -29% | 2%
CC(=O)Nc1nnc(-c2c(-c3ccccc3Cl)noc2C)o1 | 6% | 2% | -1%
COc1ccc(NC(=O)N2CCC(C(=O)c3ccc(F)cc3)CC2)cc1 | 10% | 9% | -13%
Cc1cccc(CSc2cn(CC(=O)N3CCCC3)c3ccccc23)c1 | -18% | . | -9%
Cc1ccc(S(=O)(=O)NCCCCCC(=O)Nc2ccccc2)cc1 | -2% | 9% | 0%

Five compounds drawn at random from the list so far, as already listed:
SMILES | FEN1 inhibitor | N370S GC | KAT2A inh
CCOc1ccccc1C(=O)Nc1nc2c(s1)CC(C)CC2 (stereo not drawn) | -3% | . | -11%
CCCS(=O)(=O)N1CCCC(C(=O)NCCN(C)Cc2ccccc2)C1 (stereo not drawn) | -2% | 10% | 5%
CC(=O)N1CCN(S(=O)(=O)c2cccc(C(=O)Nc3ccc4c(c3)OCO4)c2)CC1 | -3% | -3% | -9%
CC(=O)Nc1nnc(-c2c(-c3ccccc3Cl)noc2C)o1 | 6% | 2% | -1%
Cc1ccc(S(=O)(=O)NCCCCCC(=O)Nc2ccccc2)cc1 | -2% | 9% | 0%

Next section.
SMILES | FEN1 inhibitor | N370S GC | KAT2A inh
NC(=O)C1CCN(C(=O)COc2ccc3ccccc3c2Br)CC1 | -4% | -13% | 1%
COc1cccc(N2CCN(c3ncccn3)CC2)c1 | -5% | 2% | -6%
CCOC(=O)CC1(NC(=O)C2CCC(=O)N(Cc3ccccc3F)C2)CCCCC1 (stereo not drawn) | 16% | -20% | -1%
Cc1ccnc(NS(=O)(=O)c2ccc(NC(=O)c3ccc(C)o3)cc2)n1 | 7% | 1% | 1%
O=c1nc2sc3ccccc3n2c(=O)n1-c1ccc(Cl)cc1 | 1% | 8% | 3%
NNC(=O)CNC(=O)c1ccc(F)cc1 | 3% | 3% | 31%[activator]
CC1=C(C(=O)Nc2cccnc2)C(c2cccc(Br)c2)n2nc(SCc3ccccc3)nc2N1 (stereo not drawn) | -3% | . | 2%
COc1ccc2c(c1)OC(O)(C(F)(F)F)CC2=O (stereo not drawn) | -14% | 5% | 2%
CCN(CC)c1ccc(NC2CC(=O)N(CCc3ccc(OC)cc3)C2=O)cc1 (stereo not drawn) | -1% | -6% | 16%
CC(C)CN1C2CCCC1CC(NC(=O)c1ccc([N+](=O)[O-])cc1)C2 (stereo not drawn) | 10% | -3% | 0%
CN(C)c1ccc(N=Nc2cccc(F)c2)cc1 | -2% | -4% | -4%
COc1ccc(C(=O)C2CCCN(Cc3cn[nH]c3-c3ccc(F)cc3)C2)cc1OC (stereo not drawn) | 1% | -4% | 2%
CCOc1ccc(-c2cc3nc(C4CCN(C(=O)OC(C)(C)C)CC4)c(C(=O)Nc4ccc(C)c(F)c4)cn3n2)cc1 | 2% | . | 1%
CNC(=S)N/N=C/c1c(C(=O)OC)cnn1-c1ccc(F)cc1F | -2% | 2% | 1%
O=C(CSc1ccc(F)cc1)Nc1ccc2c(c1)C(=O)NC2=O | 0% | -7% | 1%
COc1cccc(-c2cc(C(=O)NC3CCCC3)no2)c1 | 12% | 6% | -22%
CC(=O)NNC(=O)c1cc2sccc2s1 | 0% | 10% | 2%
C=CCOc1ccccc1/C=N/NC(=O)c1ccc(Cl)cc1Cl | 6% | ? | -5%
CCCC(O)(c1ccc(Cl)cc1)C(CN1CCOCC1)c1ccccc1 (stereo not drawn) | -21% | 0% | -5%
CC(=O)c1ccc(NC(=O)CSc2nc3nc(C)cc(C)n3n2)cc1 | -20% | -1% | -7%
COC(=O)[C@H](CCSC)NC(=O)Nc1ccc(OC)cc1 | 9% | 11% | -4%
CCOC(=O)c1ccc(NC(=O)c2nc[nH]c2C(=O)NC2CCN(C(=O)OC(C)(C)C)CC2)cc1 | 10% | -1% | 0%
CCOc1ccc(Br)cc1S(=O)(=O)N1CCSC1 | -1% | -4% | 5%
CCn1c(C)nc2cc(S(=O)(=O)C(F)F)ccc21 | 1% | 3% | -9%
CCN(C[C@H]1N[C@@](C)(C(=O)OC)[C@H]2C(=O)N(Cc3ccccc3)C(=O)[C@@H]12)C(=O)C1CCCCC1 | 2% | . | -7%

Compounds from the list above with a tert-butyl group, in the order listed:
SMILES | FEN1 inhibitor | N370S GC | KAT2A inh
CCOc1ccc(-c2cc3nc(C4CCN(C(=O)OC(C)(C)C)CC4)c(C(=O)Nc4ccc(C)c(F)c4)cn3n2)cc1 | 2% | . | 1%
CCOC(=O)c1ccc(NC(=O)c2nc[nH]c2C(=O)NC2CCN(C(=O)OC(C)(C)C)CC2)cc1 | 10% | -1% | 0%

Next section:
SMILES | FEN1 inhibitor | N370S GC | KAT2A inh
Cc1ccc(OCc2ccc(C(=O)O)o2)cc1C | 16% | -3% | -15%
Cc1ccc(C)c(NC(=O)C2CCN(c3ncnc4c3nc3n4CCCCC3)CC2)c1 | 1% | . | -6%
CCc1ccc(-c2[nH]c3c(c2-c2c(-n4cccc4)n(C)c(=O)[nH]c2=O)c(=O)[nH]c(=O)n3C)cc1 | 3% | . | -8%
Cc1noc(C)c1S(=O)(=O)N(CCc1ccccc1)Cc1ccccc1 | -19% | 13% | -7%
Cc1nnc(SCC(=O)N2CCN(c3cccc(Cl)c3)CC2)n1C1CC1 | 2% | . | 1%
c1ccc2c(c1)oc1c(Nc3ccc(CN4CCOCC4)cc3)ncnc12 | -6% | 20% | -9%
O=C(COC(=O)c1ccco1)Nc1cc(S(=O)(=O)N2CCOCC2)ccc1Cl | -7% | . | -6%
CC1CCCC(NC(=O)COC(=O)c2ccccc2NC(=O)c2ccco2)C1C (stereo not drawn) | 7% | 10% | 0%
CCn1c(/C=C/c2ccccc2[N+](=O)[O-])nc2ccccc2c1=O | 1% | 19% | -16%
Cc1nn(C)cc1C(=O)Nc1cc(Oc2ccc(Cl)cc2)cc([N+](=O)[O-])c1 | 3% | 1% | -24%
Cc1cccc(NC(=O)CSc2nc3ccc(NC(=O)c4ccco4)cc3s2)c1 | -8% | . | -12%
C/C(=C/C#N)Nc1ccc(C)cc1 | -12% | -5% | 24%
Cc1ccc(C(=O)NCCc2n[nH]c(=S)n2C)cc1 | 23% | 6% | 2%
O=C(N/N=C/c1c(F)c(F)c(F)c(F)c1F)c1ccc(Cn2cc(Br)cn2)o1 | -11% | 3% | -5%
CCOC(=O)C1=CN(Cc2ccc(Br)cc2)S(=O)(=O)N(C)C1C (stereo not drawn) | -23% | . | -12%
O=C(NCCc1ccc(Cl)cc1)c1ccc2nc[nH]c2c1 | -1% | 7% | -10%
CN1CCN(C(=O)/C=C/c2ccc(C#N)cc2)CC1 | -1% | -8% | 1%
Cc1ccc(C(=O)O)cc1S(=O)(=O)NCC1CCCO1 (stereo not drawn) | 3% | 3% | -7%
CCOc1ccccc1NC(=O)Cn1ncc2c(=O)oc3ccc(C)cc3c21 | -5% | . | -6%
Nc1nccc(-c2nn(-c3ccc(Cl)cc3)ccc2=O)n1 | 6% | -2% | 1%
CCOC(=O)c1ccccc1NC(=O)COC(=O)CSc1ccccc1 | -10% | 9% | -7%
COc1ccc(/C=C2\C(=O)N(c3c(Cl)cc(Cl)cc3Cl)N=C2NC(=O)c2cccc([N+](=O)[O-])c2)cc1 | 0% | -3% | ?
CCCCn1c(N)c(N(CCOC)C(=O)C2CCN(S(=O)(=O)c3ccc(Cl)cc3)CC2)c(=O)[nH]c1=O | -5% | -14% | 2%
CCOc1ccc(N(CC(=O)Nc2ccc(F)cc2F)S(=O)(=O)c2c(C)[nH]c(=O)[nH]c2=O)cc1 | -16% | . | -3%
CS(=O)(=O)N1CCC2(CCCN(C(=O)Nc3ccccc3)C2)CC1 | . | 5% | 3%
SMILES | FEN1 inhibitor | N370S GC | KAT2A inh
Cc1ccccc1NC(=O)c1ccccc1NC(=O)Cc1cccc2ccccc12 | -1% | 11% | -4%
CCOc1ccc(-c2cc3c(=O)n(Cc4nc(-c5ccc(OC(C)C)cc5)oc4C)ccn3n2)cc1Cl | 14% | . | -3%
Cn1cnc(S(=O)(=O)NC2CCN(Cc3c(F)cccc3Cl)CC2)c1 | -10% | -7% | -22%
Cc1ccc(NC(=O)Cc2c[nH]c3ccccc23)cc1S(=O)(=O)N1CCCCCC1 | -3% | -11% | -6%
Cc1ccc(C)c(NC(=S)NCCN(C2CCCCC2)C2CCCC2)c1 | 18% | -4% | -1%
Nc1c(C(=O)CSc2nnnn2-c2ccc(O)cc2)c(=O)[nH]c(=O)n1C1CC1 | -1% | 3% | -10%
COc1cccc(-c2cc(C(=O)Nc3c(C)nn(Cc4ccccc4Cl)c3C)no2)c1 | 1% | . | -4%
O=C1c2[nH]nc(-c3ccccc3)c2C(c2ccccc2)N1c1cccc(C(F)(F)F)c1 (stereo not drawn) | -26% | . | -3%
COc1ccccc1N1CCN(C(=O)c2cccc(S(=O)(=O)N3CCCCCC3)c2)CC1 | -5% | . | 2%
COc1ccccc1CN(Cc1nc2ccccc2c(=O)[nH]1)C(=O)Nc1ccccc1C | -4% | 6% | -2%
COc1ccc(NC(=O)N2CCC3(CC2)CCN(S(=O)(=O)c2ccccc2)CC3)cc1 | . | -23% | 12%
CCOC(=O)N1CCN(C(=O)N2CCOCC2)CC1 | 0% | 2% | 1%
Cc1c(C(C)CCCO)oc(=O)c2c1Oc1c(C)c(C(C)C[C@@H](C)O)oc(=O)c1C2 (stereo partly drawn) | 16% | . | -8%
Cc1ccc(-n2c(SCC(N)=O)nnc2-c2ccccn2)cc1C | 0% | 4% | 0%
Fc1cccc(/C=N/Nc2ccc(Cl)nn2)c1 | 16% | -20% | 8%
CS(=O)(=O)c1cccc(C(=O)OCC(=O)Nc2ccc3c(c2)OCO3)c1 | -1% | . | 0%
Cc1ccc(/C=N/NC(=O)c2cccc(NC(=O)c3ccccc3C)c2)o1 | -15% | -29% | -9%
Cc1ccc(CNC(=O)Nc2ccccc2)c(C)c1 | -8% | 0% | 0%
NC(=O)N1CCN(C(=O)c2ccco2)CC1 | 1% | 5% | -5%
COc1ccc(C(=O)NCCc2nnc3ccc(SCC(=O)N4CCCCC4)nn23)cc1 | -1% | 4% | -2%
CCOC(=O)C1=C(CN2CCN(c3cc(C)ccc3C)CC2)NC(=O)NC1c1ccc(Cl)cc1 (stereo not drawn) | -23% | . | -17%
CCN(Cc1ccccc1)C(=O)C1CCN(S(=O)(=O)c2ccc3c(c2)CCCN3C(C)=O)CC1 | 7% | . | -5%
Cc1ccc(C2(C)NC(=O)N(CC(=O)Nc3cc(S(=O)(=O)N(C)C)ccc3C)C2=O)cc1 (stereo not drawn) | 0% | 0% | -4%

In the list so far, these have a COOH group.
SMILES | FEN1 inhibitor | N370S GC | KAT2A inh
Cc1ccc(OCc2ccc(C(=O)O)o2)cc1C | 16% | -3% | -15%
Cc1ccc(C(=O)O)cc1S(=O)(=O)NCC1CCCO1 (stereo not drawn) | 3% | 3% | -7%

Screening results: PubChem BioAssay, National Center for Advancing Translational Sciences (NCATS)

A portion of the library; rates above refer to the full screens.
